aSyn yeast rescue = alpha-synuclein toxicity suppression in yeast; S. cerevisiae alpha-synuclein toxicity rescue, BacTiter-Glo growth, 24 h; Potency, µM (series often up to 46.1 µM), for inactives: at the highest dose growth rescue (activation), actives largely listed as activators; 94,000 compounds, 0.02% hits; AID 1347070; active means well fitted activation curve with a large enough effect; inconclusive means small, poorly fitted or top-dose-only effect; further: 0% is about no effect
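Growth restoration measured by BacTiter-Glo luminescence after 24 hr at 30 deg C; alpha-synuclein yeast, raffinose-pregrown to mid-log, were added at OD600=0.02 in galactose medium onto pinned compounds.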
Starred values were filed as active, the others as inactive; ? = inconclusive; [ ] = dose if it differs, or a comment. Potency means the concentration at half of the fitted maximal effect. Some of the compounds tested; the hit share may differ from the screen's.

SMILES | aSyn yeast rescue
CCOc1ccc(CCN2CN(CC)CNC2=S)cc1OCC | 3.9%
COc1cc(NC(=O)c2ccc(NC3=NC4CS(=O)(=O)CC4S3)cc2)cc(OC)c1OC (configuration not stated) | -6.1%
COc1ccc(Cl)cc1S(=O)(=O)Nc1ncn[nH]1 | -8.2%
Cc1sc2ncnc(N3CCC(C(=O)NNC(=O)COc4ccc(Br)cc4)CC3)c2c1C | -48.1%[inhibitor]
COc1cc(NC(=O)NCCn2nnc3cc(S(=O)(=O)N(C)C)ccc32)cc(OC)c1OC | 8.4%
Cc1cccc(N2CCN(C(=O)Cn3c(=O)c4cccn4c4ccc(F)cc43)CC2C)c1 (configuration not stated) | -7.3%
Cc1ccc(-n2nc3c(=O)n(CCCC(=O)NCc4ccc(F)cc4)nc(C)c3c2C)cc1 | -0.7%
O=c1oc2c(CN3CCN(CCO)CC3)c(O)ccc2cc1-c1ccccc1 | 1.2%
O=S(=O)(Nc1cccc(-c2ccc(N3CCOCC3)nn2)c1)c1cc(Cl)ccc1Cl | 8.9%
O=c1cc(CO)[nH]nc1CO | -4.1%
Cc1sc2nc(-c3ccccc3)oc(=O)c2c1C | -0.8%
CNC(=O)NC(=O)CSc1nnc(-c2ccc(F)cc2)n1CC1CCCO1 (configuration not stated) | -17.3%
CC1CCN(C2=C(NS(=O)(=O)c3ccccc3)C(=O)c3ccccc3C2=O)CC1 | 5.3%
C[C@@H]1CCCCO[C@@H](CN(C)C(=O)c2ccncc2)[C@@H](C)CN([C@H](C)CO)C(=O)c2cc(NC(=O)Cc3ccccc3)ccc2O1 | 4.7%
CC1CCN(Cc2ccc(-c3nnn(CC(=O)Nc4ccccc4Cl)n3)cc2)CC1 | 5.5%
CCOc1ccc(N2C(=O)CC(Sc3nc(CC(C)C)ccc3C#N)C2=O)cc1 (configuration not stated) | -1.4%
COc1ccc(C(=O)/C=C/Nc2cc(C)ccn2)cc1 | -16.2%
CCOC(=O)N1CCC(NC(=O)c2ccc3c(c2)N(Cc2cc(C)ccc2C)C(=O)c2ccccc2S3(=O)=O)CC1 | 3.8%
CCCn1c(=O)c2sccc2n2c(CCCC(=O)Nc3ccc(Oc4ccc(Cl)cc4)cc3)nnc12 | 0.9%
COC(=O)c1sc(N)c(C(=O)OC)c1COC(=O)CCNS(=O)(=O)c1ccc(C)cc1 | 15.0%
COc1ccc(C(=O)NCC(c2cccnc2)N2CCN(c3ccccc3OC)CC2)cc1 (configuration not stated) | 6.4%
Cn1nnnc1SCCCNCc1ccc(Cl)cc1 | 4.3%
O=C(N/N=C/c1ccccc1[N+](=O)[O-])C(=O)N1CCCC1 | -12.2%
CCn1c(CN2c3ccccc3Sc3ccccc32)n[nH]c1=S | -2.9%
COc1cc(C(=O)Nc2ccccc2OCc2cc(=O)n3cc(C)sc3n2)cc(OC)c1OC | -15.8%
Other entries.
SMILES | aSyn yeast rescue
O=C(CNC1CC1)Nc1cc(C(F)(F)F)ccc1Cl | -5.1%
O=C(Cn1c(=O)n(-c2ccc(F)c(Cl)c2)c(=O)c2sc3ccccc3c21)NC1CCCC1 | 4.5%
Cc1cc2c(cc1S(=O)(=O)NCc1ccc(F)cc1)OCCN2C | 1.2%
CN(C)/C=C(\C(=O)c1ccccc1)c1nnnn1-c1ccc(F)cc1 | 6.0%
Cc1ccc(-n2cc3c(c2-c2ccccc2Br)c(=O)n(C)c(=O)n3C)cc1N | 0.7%
CCCCNc1nc(Oc2ccc(OCC)nn2)nc(N2CCOCC2)n1 | 3.5%
O=C(CN1C(=O)COc2ccc(S(=O)(=O)N3CCCCC3)cc21)NCc1ccccc1Cl | -3.6%
CCC1CCCCN1CCCNC(=O)CN1C(=O)CSc2ccc(S(=O)(=O)N3CCC(C)CC3)cc21 (configuration not stated) | -3.5%
C#CC[N+]1(CC#Cc2cccc(C)c2)CCCCC1 | -0.8%
CN(C)CCC(Oc1ccccc1OCc1ccccc1)c1ccccc1 (configuration not stated) | 2.8%
COc1cccc(CNC(=O)c2ccc(CNS(=O)(=O)c3ccc(C)cc3)cc2)c1 | -0.2%
COc1ccc(CNC(=O)CSc2nnc3c(Cl)cc(C(F)(F)F)cn23)cc1OC | -12.5%
O=C1c2[nH]c3ccccc3c2CC1N1C(=O)c2ccccc2C1=O (configuration not stated) | 7.4%
O=C(Nc1cc(-c2ccc(Cl)cc2)no1)c1ccc(F)cc1 | -9.7%
Cc1ccc(OCC(=O)N(Cc2ccco2)Cc2ccc(C)o2)cc1 | 13.2%
CCc1ccc(OCC2c3cc(OC)c(OC)cc3CCN2C(=O)COc2ccccc2)cc1 (configuration not stated) | 0.4%
Cc1ccc(-n2nc3c(=O)n(CCCC(=O)NCCc4ccccc4Cl)nc(C)c3c2C)cc1 | 2.1%
CC(NC(=O)c1ccc2c(c1)CCN2S(C)(=O)=O)c1ccccc1 (configuration not stated) | -3.3%
CCN(CC)S(=O)(=O)c1cccc(NC(=O)COC(=O)c2[nH]c(C)c(C(C)=O)c2C)c1 | 3.9%
Cc1nc2ccn(Cc3cccnc3)c(=O)c2cc1C(=O)N1CCN(c2ccccc2)CC1 | 1.3%
CCOC(=O)c1ccc(CN(Cc2ccc(F)cc2)S(=O)(=O)c2ccc(F)c(C(=O)Nc3ccc(Cl)cc3F)c2)cc1 | 0.4%
CCOC(=O)CN(Cc1ccccc1)C(C(=O)NC1CCCCC1)c1ccc(C)cc1 (configuration not stated) | -11.4%
CC(C)(C)c1ccc(OCc2nnc(SCC(N)=O)n2N)cc1 | -10.8%
NS(=O)(=O)c1ccc(CCNC(=O)c2cnccn2)cc1 | 9.9%
CC(C)C1C(=O)N(Cc2cn(Cc3ccco3)nn2)CCS(=O)(=O)N1Cc1ccc(-c2ccc(Cl)cc2)cc1 (configuration not stated) | ?

Compounds shown so far that contain a thiophene ring, fused or not, in the order listed:
SMILES | aSyn yeast rescue
Cc1sc2ncnc(N3CCC(C(=O)NNC(=O)COc4ccc(Br)cc4)CC3)c2c1C | -48.1%[inhibitor]
Cc1sc2nc(-c3ccccc3)oc(=O)c2c1C | -0.8%
CCCn1c(=O)c2sccc2n2c(CCCC(=O)Nc3ccc(Oc4ccc(Cl)cc4)cc3)nnc12 | 0.9%
COC(=O)c1sc(N)c(C(=O)OC)c1COC(=O)CCNS(=O)(=O)c1ccc(C)cc1 | 15.0%
O=C(Cn1c(=O)n(-c2ccc(F)c(Cl)c2)c(=O)c2sc3ccccc3c21)NC1CCCC1 | 4.5%

Structural class: the entries above containing a CF3 group.
SMILES | aSyn yeast rescue
O=C(CNC1CC1)Nc1cc(C(F)(F)F)ccc1Cl | -5.1%
COc1ccc(CNC(=O)CSc2nnc3c(Cl)cc(C(F)(F)F)cn23)cc1OC | -12.5%

Remaining list, next part:
SMILES | aSyn yeast rescue
O=C(Nc1nc2ccccc2n1CCOc1ccc(Cl)cc1)c1ccco1 | -6.8%
COc1ccc(N(CC2CO2)S(=O)(=O)c2ccc(C)cc2)cc1 (configuration not stated) | 2.0%
CCCC(=O)Nc1ccc(-c2csc(NNC(C)=O)n2)cc1 | 1.5%
Cc1ccc(C(C)C)c(OCCSc2nc(-c3cccs3)nc3cc(=O)[nH]n23)c1 | -14.2%
NC(=O)c1ccccc1NC(=O)c1ccc(-c2ccc(Br)cc2)o1 | -10.1%
COc1ccc(CN2C(=O)C(CC(=O)NCCCCc3ccccc3)CC(C(=O)N(C(C)C)C(C)C)=C2C)cc1 (configuration not stated) | -4.6%
Cc1ccc(S(=O)(=O)C2(C(=O)Nc3ccc(Cl)c(C(F)(F)F)c3)CC2)cc1 | 11.0%
O=C(CSc1nc2ccccc2nc1Cc1ccccc1)NCc1ccccc1Cl | -8.7%
Cc1ccc2[nH]c(C)cc(=S)c2c1 | -19.9%
COc1cc(OC)c(NC(=O)Nc2ccccc2OCc2cc(=O)n3cc(C)ccc3n2)cc1Cl | -2.6%
COc1ccc(NC(=S)Nc2ccc(S(=O)(=O)N3CCCCC3)cc2)cc1 | 2.2%
COc1ccc(C(C(=O)NC2CCCCC2)N(C(=O)CCl)c2ccccc2Cl)cc1 (configuration not stated) | -4.9%
Cc1ccc(NC(=O)CSc2nnc(C3CC3)n2CC2CCCO2)cc1C (configuration not stated) | -1.1%
COc1ccc(S(=O)(=O)N2CCOCC2)cc1NC(=O)c1ccc(SC)cc1OC | 1.7%
COc1ccc(Cc2nc3ccc(C(=O)N4CCC(C(N)=O)CC4)cc3o2)cc1 | 5.8%
CCCCOc1ccc(C(=O)Nc2nc3c(s2)CC(C)CC3)cc1 (configuration not stated) | -4.2%
CCCn1c(CN2CCN(c3ccc(OC)cc3)CC2)nc2c1c(=O)[nH]c(=O)n2C | -6.6%
Cn1nc(-c2ccc(S(N)(=O)=O)s2)cc1C(F)(F)F | 10.4%
CSc1ccc(CNc2nc3ccccc3n3cnnc23)cc1 | 0.1%
CCc1ccc2cccc3c2c1N=CN3C | 0.7%
COc1ccc(NC(=O)c2cc3c(=O)n(C)c4ccccc4c3s2)cc1Cl | -10.2%
COc1ccc(S(=O)(=O)Nc2cccc(-c3ccc(N4CCCC4)nn3)c2)c(OC)c1 | -6.7%
CCN(C(=O)CN(C)S(=O)(=O)c1ccc2c(c1)c(=O)n(C)c(=O)n2C)c1ccc(OC)cc1 | 6.4%
Cc1nc2c(c(C)c1CCC(=O)NCc1ccc(F)cc1)c(=O)n(C)c(=O)n2C | 2.6%
Cc1ccc(OC(=O)CSc2nnc(-c3ccc4c(c3)OCO4)o2)c(C)c1 | -1.2%
More compounds.
SMILES | aSyn yeast rescue
CCOC(=O)c1cc(-c2ccccc2)n(CCC(=O)Nc2cc(C)cc(C)c2)c1C | 1.6%
Cc1ccc(C2CC(=O)Nc3c2c(C)nn3-c2nc(C)cc(C)n2)c(C)c1 (configuration not stated) | -12.9%
Cc1ccc(NC(=O)CN2c3ccccc3S(=O)(=O)c3ccccc32)cc1F | 22.0%
COc1cccc(CN(CC(=O)NC2CCCC2)C(=O)c2csnn2)c1 | 3.6%
O=C(c1ccc(F)cc1)N1CCC(c2nc3ccccc3o2)CC1 | 8.9%
COc1ccc(-c2nn(-c3cccc([N+](=O)[O-])c3)c3c2cnc2cc4c(cc23)OCO4)cc1 | 7.6%
COc1ccc(CNC(=O)C(CC(C)C)NS(=O)(=O)c2ccc3c(c2)oc(=O)n3C)cc1 (configuration not stated) | -9.4%
COC1(NC(=O)c2ccccc2)C(C)=CC(=O)C=C1C | 6.9%
COc1ccc(C2=C(C)C(=O)N(Cc3ccc(C(=O)Nc4ccc(C)c(C)c4)cc3)S2(=O)=O)cc1 | 0.1%
NC(=O)c1c(NC(=S)Nc2ccccc2)sc2c1CCCC2 | 1.6%
CC(=O)c1ccc(NC(=O)CSc2nnc3ccc(-c4ccc(Br)cc4)nn23)cc1 | 4.8%
O=C(OCc1cc(=O)n2nc(C3CCCCC3)sc2n1)c1ccc(F)cc1 | 1.0%
CCCCn1c(SCC(=O)Nc2cccc(OC)c2)nc2c(sc3ccccc32)c1=O | 3.6%
COC(=O)c1c(NC(=O)c2cccc(OC)c2)sc2c1CCC(C(C)(C)C)C2 (configuration not stated) | -6.4%
CCOC(=O)c1c(S(=O)(=O)N2CCN(c3cc(Cl)ccc3C)CC2)c(C)n(C)c1C | 0.6%
Cc1ccc(S(=O)(=O)Nc2ccc(N3CCOCC3)cc2)cc1[N+](=O)[O-] | ?
COc1ccc(C)cc1NC(=O)N1CCC(CN2CCC(C)CC2)CC1 | -2.4%
COCCNC(=O)CCCn1c(SCC(=O)c2ccc(F)cc2)nc2c(sc3ccccc32)c1=O | -10.3%
Cc1cccc(NC(=O)C2(c3cccs3)CCOCC2)c1 | -3.9%
CC(C)NC(=O)NC(=O)COC(=O)/C=C/c1ccc2c(c1)OCO2 | 1.2%
Cc1ccc2occ(CC(=O)Nc3ccc(Cl)c(C(F)(F)F)c3)c2c1 | -5.4%
COc1ccccc1N1CCN(C(=O)c2cc(C)on2)CC1 | 8.7%
COc1ccc(Cl)cc1NC(=O)c1noc2c1CCc1ccccc1-2 | -7.0%
O=C(NCc1n[nH]c(=S)n1-c1cccc(C(F)(F)F)c1)c1ccco1 | -1.3%
COc1cccc(NC(=O)C2Cc3ccccc3CN2C(=O)c2ccco2)c1 (configuration not stated) | 7.7%
Following part
SMILES | aSyn yeast rescue
COc1ccccc1-n1c(-c2cc(-c3ccc(F)cc3)n[nH]2)n[nH]c1=S | -9.1%
CC(C)(C)C1CCC(C(=O)OCC(=O)N2CCN(C(=O)c3ccco3)CC2)CC1 (configuration not stated) | 9.7%
CC(C)(C)NC(=O)COc1ccc(CNc2ncn[nH]2)cc1 | -4.4%
Cc1cc(C)n2nc(C(=O)N(C)C(c3ccccc3)c3ccccc3)nc2n1 | 7.1%
CN1CCN(S(=O)(=O)c2cccc(C(=O)Oc3cccc(C#N)c3)c2)CC1 | -6.1%
CN(C)CCN(C(=O)c1ccc2c(c1)OCCO2)c1nc2ccc(Cl)cc2s1 | 3.4%
Cc1c(Cl)cccc1NC(=O)CN1C(=O)CSc2ccc(S(=O)(=O)N3CCCC3)cc21 | 1.8%
S=C(Nc1cc(Cl)ccc1Oc1ccccc1)N1CCN(c2ccccn2)CC1 | 3.0%
COc1cccc(/C=N/Nc2nc3ccccc3[nH]2)c1O | -9.8%
COc1ccc(OC)c(C(C(=O)NC2CCCCC2)N(C(=O)c2ccccn2)c2cccnc2)c1 (configuration not stated) | -8.1%
Cn1c(Cc2cccs2)nnc1SCC(=O)Nc1ccc(F)cc1F | -2.0%
CN(C)S(=O)(=O)c1ccc(C(=O)OCn2nnc3ccccc3c2=O)cc1 | 5.4%
Cc1ccc(S(=O)(=O)N(C)c2ccc(C(=O)NCc3ccccc3F)cc2)cc1 | 5.2%

Among those listed so far, these contain a cyano group:
SMILES | aSyn yeast rescue
CCOc1ccc(N2C(=O)CC(Sc3nc(CC(C)C)ccc3C#N)C2=O)cc1 (configuration not stated) | -1.4%
CN1CCN(S(=O)(=O)c2cccc(C(=O)Oc3cccc(C#N)c3)c2)CC1 | -6.1%
